Screening data: PubChem, several laboratories
Rac1 mut GTP: GTP binding modulators of activated mutant Rac1, primary screen, biochemical, bead-based flow cytometry, multiplex, fluorescent GTP. AID 764, 2007. percent activity (GTP binding), % at 10 µM. hit rate 0.11% among 190,000. Ras-related C3 botulinum toxin substrate 1 (Homo sapiens), P63000. GST-Rac1 activated beads; actives lie on both sides; 100% means binding = to untreated wells;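 active = GTP binding at least 20 percentage points away from the 100% baseline, in either direction, so actives lie on both sides; inconclusive = Compound likely fluorescent itself, or too few beads counted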
Pf gametocyte: late stage P. falciparum gametocyte viability inhibitors, primary screen, ATP luminescence, HTS; hit rate 0.065% among 150,000; inhibition, % at 10.9 µM; AID 743093, 2013; P. falciparum stage V gametocytes, 24 h;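 active = inhibition above the mean plus 3 SD of compounds within the control limits, set per campaign, cut at about 38% in these data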;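 also: 0% = DMSO wells and 100% = medium only without gametocytes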
Mcl1-Noxa inh: Mcl-1/Noxa binding inhibitors, primary screen, biochemical, TR-FRET, 1536-well; hit rate 1.5% among 220,000; inhibition, % at 21.7 µM; TR-FRET Mcl-1/Noxa peptide binding, 2 h;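 active = compounds that cut the protein-peptide binding signal by more than 50% relative to plate controls in a single-dose test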;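 also: His-tagged Mcl-1 with rhodamine Noxa BH3 peptide and terbium anti-His antibody; 0% = Mcl-1 plus Noxa peptide wells and 100% = peptide-only wells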
Target sequence (Q07820 whole entry, looked up): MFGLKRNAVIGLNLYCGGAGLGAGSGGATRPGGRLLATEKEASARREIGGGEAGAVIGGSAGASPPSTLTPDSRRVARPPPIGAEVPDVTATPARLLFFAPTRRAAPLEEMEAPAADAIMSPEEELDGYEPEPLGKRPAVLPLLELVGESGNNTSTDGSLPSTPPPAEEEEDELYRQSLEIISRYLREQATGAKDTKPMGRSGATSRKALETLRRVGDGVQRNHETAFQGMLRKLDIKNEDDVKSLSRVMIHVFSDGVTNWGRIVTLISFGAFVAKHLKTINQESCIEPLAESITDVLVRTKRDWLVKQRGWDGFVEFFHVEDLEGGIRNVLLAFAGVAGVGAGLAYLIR
Mcl-1 Bim block: inhibitors of Bim peptide binding to Mcl-1, primary screen, biochemical, bead-based flow cytometry, multiplex | hit rate 0.1% among 190,000 | AID 1009, 2008 | inhibition, % at 10 µM | Bim peptide-Mcl-1 binding; in the data active = inhibition above about 40%;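 also: 0% = no compound tracer wells and 100% = peptide blocker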
Rab7 wt GTP bind: modulators of GTP binding to Rab7, primary screen, biochemical, wildtype, multiplex bead flow cytometry. AID 758, 2007. Rab7 GTPase wild type (dog), Bodipy-FL-GTP binding. GST-Rab7 beads, fluorescent GTP binding; actives lie on both sides; untreated = 100%, excess cold GTP = 0%. hit rate 0.055% among 190,000. GTP binding activity (percent of control), % at 10 µM;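 active = fluorescent GTP binding to Rab7 beads changed by at least 20 points from the 100% baseline, either direction, mostly lower; inconclusive = compound itself probably fluorescent, or too few beads counted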;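 also: median green fluorescence of bound Bodipy-FL-GTP per Rab7 bead population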
RGS8-Gao reg: RGS8-Galphao binding modulators, primary screen, biochemical, multiplexed bead flow cytometry; hit rate 0.34% among 220,000; actives lie on both sides; response (percent of control binding), % at 10 µM; AID 1423, 2008; in the data active = response below about 60% or above about 140%; inactive = in between;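 also: Galphao activated as the GDP aluminium fluoride complex binding bead-coupled RGS8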
Target sequence (P09471 whole entry, looked up): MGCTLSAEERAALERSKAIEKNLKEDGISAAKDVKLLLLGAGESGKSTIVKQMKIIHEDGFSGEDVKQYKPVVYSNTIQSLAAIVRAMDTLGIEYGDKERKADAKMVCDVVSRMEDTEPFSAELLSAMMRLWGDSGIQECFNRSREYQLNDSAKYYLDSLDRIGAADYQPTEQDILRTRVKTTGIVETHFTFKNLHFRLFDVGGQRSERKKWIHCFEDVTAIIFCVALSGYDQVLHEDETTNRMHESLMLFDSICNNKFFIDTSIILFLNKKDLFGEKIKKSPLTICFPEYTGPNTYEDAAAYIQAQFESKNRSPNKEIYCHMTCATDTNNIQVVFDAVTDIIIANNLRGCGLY
Rac1 wt modul: wildtype Rac1 GTP binding modulators, primary screen, biochemical, GST-Rac1 beads, flow cytometry, multiplex; Ras-related C3 botulinum toxin substrate 1 (Homo sapiens), P63000; fluorescent GTP binding; actives lie on both sides; 0 = cold GTP competed, 100 = untreated; GTP binding activity (% of control), % at 10 µM; hit rate 0.27% among 190,000; AID 757, 2007;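 active = GTP binding activity at least 20 points away from the 100% control level, either lower or higher; inconclusive = compound flagged as likely green fluorescent, judged across all proteins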
Mcl1-Bid inh: Mcl-1/Bid binding inhibitors, primary screen, biochemical, TR-FRET, 1536-well; Induced myeloid leukemia cell differentiation protein Mcl-1 (Homo sapiens), Q07820; TR-FRET Mcl-1/Bid-Dy647 peptide binding; inhibition, % at 21.7 µM; hit rate 0.97% among 220,000;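 active = compounds that cut the binding signal by more than half at the single screening dose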;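 also: His-tagged Mcl-1 with europium anti-His antibody binding Bid BH3 peptide; 0% = Mcl-1 plus peptide wells and 100% = peptide-only wells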
Cdc42 wt GTP: modulators of GTP binding to wildtype Cdc42, primary screen, biochemical, multiplex bead flow cytometry, Bodipy-GTP. Cell division control protein 42 homolog (Homo sapiens), P60953. hit rate 0.2% among 190,000. GST-Cdc42 beads; actives lie on both sides. percent activity (GTP binding), % at 10 µM;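 active = percent activity GTP binding at least 20 points away from the 100% baseline, either down as inhibitor or up as activator; inconclusive = compound flagged as likely green fluorescent from well-wide comparison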;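 also: median bead fluorescence of bound Bodipy-FL-GTP at 100 nM; 0% = excess unlabeled GTP control and 100% = no compound control; below 100% means less GTP binding so inhibitor and above means activator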
Target sequence (P60953 whole entry, looked up): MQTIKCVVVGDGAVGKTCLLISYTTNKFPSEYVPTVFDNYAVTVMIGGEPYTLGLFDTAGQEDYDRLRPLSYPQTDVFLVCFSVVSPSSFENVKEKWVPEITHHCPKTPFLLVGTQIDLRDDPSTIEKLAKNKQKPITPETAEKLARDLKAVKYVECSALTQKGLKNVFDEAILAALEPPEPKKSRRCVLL
Rab2A wt mod: modulators of GTP binding to Rab2A wildtype, primary screen, biochemical, dog, bead-based flow cytometry, multiplex; GST-Rab2 wt beads, Bodipy-GTP binding; GTP binding activity, % at 10 µM; hit rate 0.19% among 190,000; AID 760, 2007;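 active = GTP binding activity at least 20 points away from 100%, either lowered or raised; inconclusive = signal likely due to the compound's own green fluorescence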;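 also: 0% = beads with excess unlabeled GTP and 100% = no-compound control corrected for plate trend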
HRas wt GTP: modulators of GTP binding to HRas wildtype, primary screen, biochemical, bead-based flow cytometry, multiplex. GTP binding activity, % at 10 µM. GST-Ras wt beads, Bodipy-FL-GTP binding; actives lie on both sides. AID 759, 2007. hit rate 0.14% among 190,000;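 active = GTP binding activity at least 20% away from the 100% baseline, either lowered as inhibitor or raised as activator; inconclusive = flagged as likely green fluorescent, judged across all proteins in the well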;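 also: 0% = unlabeled GTP competition control and 100% = no-compound control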
Target sequence (P01112 whole entry, looked up): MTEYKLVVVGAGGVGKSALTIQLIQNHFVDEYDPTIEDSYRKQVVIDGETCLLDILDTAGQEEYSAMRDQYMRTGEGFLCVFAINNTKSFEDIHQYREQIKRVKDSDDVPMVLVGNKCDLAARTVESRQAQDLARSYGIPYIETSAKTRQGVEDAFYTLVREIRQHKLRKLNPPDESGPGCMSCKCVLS
* = called active by the depositor; ? = inconclusive; . = not tested or not shown; [ ] = remark or other dose.

1. CNC(=O)c1cc2ccccc2o1
2. Cc1c(C(=O)NCCO)sc2nc3n(c(=O)c12)CCC3
3. S=C(Nc1cccc(Br)c1)c1ccccc1
4. CCc1ccc(NC(=S)/N=C(\N)Nc2nc(C)c3cc(CC)ccc3n2)cc1
5. Nc1ncnc2c1ncn2Cc1ccccc1
6. N#Cc1cc2c(nc1SCc1cccnc1)CCC2
7. CCSc1nnc(NC(=O)c2nn(C(C)C)c(=O)c3ccccc23)s1
8. CCn1cc(C(=O)NCc2ccccc2)c(=O)c2cc(F)c(N3CCN(C(=O)c4ccco4)CC3)cc21
Screen / compound no.,1,2,3,4,5,6,7,8
Rac1 mut GTP,?,97,99,97,98,97,99,100
Pf gametocyte,-3,-16,-17,-2,.,-7,-40,13
Mcl1-Noxa inh,3,12,14,14,8,9,9,-10
Mcl-1 Bim block,-6,-1,-5,1,-5,-3,0,-2
Rab7 wt GTP bind,?,102,95,104,104,101,98,97
RGS8-Gao reg,101,98,99,102,98,101,100,101
Rac1 wt modul,?,102,104,98,104,101,101,103
Mcl1-Bid inh,-13,-23,-33,-23,-6,-16,-14,18
Cdc42 wt GTP,?,98,97,97,99,97,104,100
Rab2A wt mod,?,98,96,97,102,100,103,100
HRas wt GTP,?,97,100,102,101,100,103,99

Results in Mcl1-Noxa inh and Mcl1-Bid inh, for 4 of the compounds above:
entry | SMILES | Mcl1-Noxa inh | Mcl1-Bid inh
1 | CNC(=O)c1cc2ccccc2o1 | 3 | -13
2 | Cc1c(C(=O)NCCO)sc2nc3n(c(=O)c12)CCC3 | 12 | -23
3 | S=C(Nc1cccc(Br)c1)c1ccccc1 | 14 | -33
4 | CCc1ccc(NC(=S)/N=C(\N)Nc2nc(C)c3cc(CC)ccc3n2)cc1 | 14 | -23

(more compounds)
9. O=C(NCc1cccs1)C1CCC(CNS(=O)(=O)c2ccccc2)CC1 (stereo not given)
10. Cc1cccc(N(C(=O)CCC(=O)Nc2cc(C)on2)C(C(=O)NC2CCCC2)c2ccc(C)o2)c1 (stereo not given)
11. COc1ccc(-c2cn(-c3ccc(Br)cc3)c3[n+]2CCS3)cc1
12. Clc1ccc(-c2nnc(SCc3nc(-c4ccccc4)no3)o2)cc1
13. COc1cc(C(=O)NCCOc2ccccc2C)c(Br)c(OC)c1OC
14. C/C(=N\NC(=O)c1ccc(CSc2nncn2C)cc1)c1ccc2ccccc2c1
15. CC1(C)CC(=O)C2=C(C1)N(c1ccc(F)cc1)C(N)=C(C#N)C2c1cccs1 (stereo not given)
16. CCOC(=O)C1CCCN(C(=O)c2cn(CC)c3ccc(S(=O)(=O)N(C)C)cc3c2=O)C1 (stereo not given)
Screen / compound no.,9,10,11,12,13,14,15,16
Rac1 mut GTP,99,98,98,94,102,99,99,101
Pf gametocyte,15,17,.,.,3,-6,.,.
Mcl1-Noxa inh,-9,16,5,-1,16,21,3,-1
Mcl-1 Bim block,-4,0,-4,-4,-9,-4,0,0
Rab7 wt GTP bind,106,104,98,97,97,102,99,96
RGS8-Gao reg,102,106,101,87,103,105,106,99
Rac1 wt modul,103,101,104,98,102,106,104,104
Mcl1-Bid inh,-8,-44,8,-10,-12,0,-11,-13
Cdc42 wt GTP,99,98,103,92,103,102,101,102
Rab2A wt mod,102,99,99,94,101,100,101,100
HRas wt GTP,103,98,100,94,101,100,101,99

17. O=C(O)/C=C/c1coc2ccccc2c1=O
18. O=c1[nH][nH]c(-c2ccccc2)c1C=Nc1ccc(C(F)(F)F)cc1
19. C/C(=N\NS(=O)(=O)c1ccc(C)cc1)c1ccc(C)s1
20. Cc1ccc(NS(=O)(=O)c2cccc(C(=O)OCC(=O)NCc3ccco3)c2)cc1
21. CC(C)CC(NC(=O)c1ccc(Cl)cc1Cl)C(=O)O (stereo not given)
22. Cc1cc(Cl)ccc1NC(=S)N1CCN(Cc2ccc3c(c2)OCO3)CC1
23. C/C(=N\n1c(C)cc(C)c(C#N)c1=O)c1cccs1
24. NC(=O)C1CC=CCC1C(=O)OCC(Cl)=C(Cl)Cl (stereo not given)
Screen / compound no.,17,18,19,20,21,22,23,24
Rac1 mut GTP,96,95,95,103,90,99,94,99
Pf gametocyte,-10,20,-23,.,.,-9,.,-12
Mcl1-Noxa inh,-1,23,14,33,18,17,3,-5
Mcl-1 Bim block,-1,0,0,4,-1,-2,-2,0
Rab7 wt GTP bind,102,98,94,105,95,97,99,97
RGS8-Gao reg,105,99,94,178*[activator],91,119,98,90
Rac1 wt modul,103,95,98,104,90,107,94,99
Mcl1-Bid inh,-14,-13,-21,-29,-3,-26,-17,-20
Cdc42 wt GTP,104,91,98,105,92,100,101,99
Rab2A wt mod,98,95,98,106,92,96,99,101
HRas wt GTP,100,96,96,104,93,97,100,99

25. CC(=O)NCCSCCNC(C)=O
26. CC1CCN(C(=O)CCc2ccc(Oc3cc([N+](=O)[O-])cc([N+](=O)[O-])c3)cc2)CC1
27. COc1ccccc1OCc1nc2ccccc2s1
28. NC(=O)c1cnn(Cc2ccc(Cl)cc2)c1N
29. Cc1ccn2cc(-c3cccc(NC(=O)C(C)C)c3)nc2c1
30. O=C(NC1CCCCC1)C(c1cccs1)N(C(=O)c1ccccn1)c1ccccc1 (stereo not given)
31. Cc1cnc(NC(=O)CSc2nnc(-c3ccc(Cl)cc3Cl)n2N)s1
32. COC(=O)c1ccc(C(=O)Nc2nnc(-c3cccnc3)o2)cc1
Screen / compound no.,25,26,27,28,29,30,31,32
Rac1 mut GTP,95,97,101,97,95,103,100,97
Pf gametocyte,.,.,-17,-27,-12,-2,.,.
Mcl1-Noxa inh,-7,11,11,11,12,4,11,0
Mcl-1 Bim block,-1,-6,-7,-1,3,-7,-6,-1
Rab7 wt GTP bind,94,101,105,101,92,97,103,101
RGS8-Gao reg,101,99,98,100,100,98,99,105
Rac1 wt modul,101,101,107,108,97,103,103,97
Mcl1-Bid inh,-16,9,-14,-58,-45,-1,0,-33
Cdc42 wt GTP,97,100,105,98,96,100,105,97
Rab2A wt mod,94,96,103,100,97,100,102,98
HRas wt GTP,99,98,103,100,96,100,102,99

33. CCOCCCNC(=O)C(c1ccc(C)cc1)N(Cc1cccs1)C(=O)c1ccccc1O (stereo not given)
34. Cc1ccc(-c2nn(-c3ccccc3)cc2C2SCC(=O)N2Cc2ccccc2)o1 (stereo not given)
35. COCCNC(=O)c1ccccc1NS(=O)(=O)c1ccc(C)c([N+](=O)[O-])c1
36. c1ccc(-c2nnc(CN3CCCc4ccccc43)o2)cc1
37. Cc1ccc(-n2c(CNc3ccc(F)cc3)nnc2SCC(=O)N2CCCC2)cc1
38. Oc1ccc(Cl)cc1CNCC1CCCO1 (stereo not given)
39. CCOC(=O)c1cnc(Nc2nc3ccccc3o2)nc1CSC(=S)N1CCCCC1
40. O=C(NCC(=O)N(c1cccnc1)C(C(=O)NC1CCCC1)c1cccs1)c1cccs1 (stereo not given)
Screen / compound no.,33,34,35,36,37,38,39,40
Rac1 mut GTP,96,101,99,100,97,98,98,96
Pf gametocyte,.,.,-7,11,.,4,-10,-4
Mcl1-Noxa inh,13,4,4,18,-5,6,-2,-10
Mcl-1 Bim block,-2,-8,0,0,0,0,-5,0
Rab7 wt GTP bind,107,97,99,100,99,103,98,96
RGS8-Gao reg,101,102,97,99,99,101,119,102
Rac1 wt modul,101,101,96,101,100,108,99,98
Mcl1-Bid inh,-1,-3,6,-30,-26,-2,-27,-5
Cdc42 wt GTP,97,97,91,98,100,102,92,96
Rab2A wt mod,97,98,100,98,99,102,98,95
HRas wt GTP,98,99,97,100,99,103,95,98

2 of the compounds above, as a markdown table.
| entry | Compound | Rac1 mut GTP | Pf gametocyte | Mcl1-Noxa inh | Mcl-1 Bim block | Rab7 wt GTP bind | RGS8-Gao reg | Rac1 wt modul | Mcl1-Bid inh | Cdc42 wt GTP | Rab2A wt mod | HRas wt GTP |
| --- | --- | --- | --- | --- | --- | --- | --- | --- | --- | --- | --- | --- |
| 4 | CCc1ccc(NC(=S)/N=C(\N)Nc2nc(C)c3cc(CC)ccc3n2)cc1 | 97 | -2 | 14 | 1 | 104 | 102 | 98 | -23 | 97 | 97 | 102 |
| 18 | O=c1[nH][nH]c(-c2ccccc2)c1C=Nc1ccc(C(F)(F)F)cc1 | 95 | 20 | 23 | 0 | 98 | 99 | 95 | -13 | 91 | 95 | 96 |

(more compounds)
41. CCOC(=O)C1=C(C)N(c2nonc2NC(C)=O)C(N)=C(C#N)C1c1ccccc1F (stereo not given)
42. CCOC(=O)c1ccc(N2C(=O)CC(Sc3nc(O)c(CC)c(=O)[nH]3)C2=O)cc1 (stereo not given)
43. Cc1cc(N2CCCC2)nc2ccc(NC(=S)NCCCN3CCC(C)CC3)cc12
44. CC1CCCCC1NC(=O)COC(=O)c1ccc(N(C)C)cc1 (stereo not given)
45. CC(=O)Nc1ccc(SCC(=O)c2cc(C)n(-c3ccccc3F)c2C)cc1
46. Cc1cc(C)nc(NC(=NCCc2c[nH]c3ccccc23)NC(=O)Nc2ccc(Cl)cc2)n1
47. COc1cccc(-c2n[nH]c3c2CCC3)c1
48. CCOC(=O)c1nnc(-c2ccccc2)nc1Sc1c(Cl)cccc1Cl
49. CCCOc1ccc(N2CC(C(=O)Nc3ccccn3)CC2=O)cc1 (stereo not given)
50. COc1cc(S(=O)(=O)Nc2ccc(C)cc2)ccc1NC(=O)c1ccncc1
Screen / compound no.,41,42,43,44,45,46,47,48,49,50
Rac1 mut GTP,100,102,96,97,102,98,?,96,99,99
Pf gametocyte,10,.,-4,.,.,.,-2,20,-10,.
Mcl1-Noxa inh,10,5,18,-6,3,15,27,13,-8,-7
Mcl-1 Bim block,-5,-3,-3,0,-2,-3,-4,-3,0,-3
Rab7 wt GTP bind,101,101,97,94,99,101,?,101,96,102
RGS8-Gao reg,100,99,106,98,102,104,121,101,98,93
Rac1 wt modul,103,108,102,100,103,103,?,101,101,103
Mcl1-Bid inh,-13,-30,-51,-86,-52,-25,7,1,8,-5
Cdc42 wt GTP,99,106,100,98,104,103,?,101,100,102
Rab2A wt mod,98,104,96,99,102,97,?,103,98,99
HRas wt GTP,97,104,97,98,103,100,?,104,98,100
